NPYLR7 agonist – agonists of mosquito NPYLR7 receptor, primary screen, cell-based, Aedes aegypti, calcium fluorescence, mosquito biting behavior; AID 1259423, 2018; actives 0.15% (n = 270,000); HEK293T NPYLR7/Galpha15, GCaMP6s calcium fluorescence; Aedes aegypti neuropeptide Y-like receptor 7 (NPYLR7); activation, % at 10 µM; in the data active = activation above about 40%;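 note: 0% = vehicle and 100% = reference agonist at the receptor; some compounds past the cut are filed as inactive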
mcGAS inh – cyclic GMP-AMP synthase inhibitors, mouse, primary biochemical chemiluminescence; AID 1259399, 2018; recombinant cGAS, Kinase-Glo ATP depletion luminescence; inhibition, % at 12.5 µM; actives 0.15% (n = 160,000); Q8C6L5;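 note: 0% = negative control wells and 100% = reference inhibitor with no enzyme activity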
hcGAS lum – Primary biochemical luminescence assay for human cyclic GMP-AMP synthase inhibitors | Q8N884 | recombinant h-cGAS, ATP depletion, Kinase-Glo luminescence | inhibition, % at 12.5 µM | actives 0.081% (n = 290,000);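 note: 0% = vehicle reaction and 100% = reaction without DNA for no activity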
Target sequence (Q8N884 whole entry, looked up): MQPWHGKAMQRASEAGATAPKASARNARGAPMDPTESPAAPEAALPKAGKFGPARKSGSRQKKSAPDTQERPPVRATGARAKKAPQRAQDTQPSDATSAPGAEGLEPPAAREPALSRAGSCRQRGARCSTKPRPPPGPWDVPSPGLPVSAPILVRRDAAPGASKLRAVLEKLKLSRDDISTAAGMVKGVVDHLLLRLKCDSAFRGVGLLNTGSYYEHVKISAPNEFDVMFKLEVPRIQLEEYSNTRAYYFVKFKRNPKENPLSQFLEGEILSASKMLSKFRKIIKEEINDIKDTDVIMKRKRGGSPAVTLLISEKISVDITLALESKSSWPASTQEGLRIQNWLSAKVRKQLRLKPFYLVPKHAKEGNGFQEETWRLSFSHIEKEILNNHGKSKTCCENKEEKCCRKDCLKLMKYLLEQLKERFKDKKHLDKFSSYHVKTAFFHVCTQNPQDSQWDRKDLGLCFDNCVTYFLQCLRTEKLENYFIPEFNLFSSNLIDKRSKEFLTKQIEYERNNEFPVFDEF
Numbers without * were called inactive; . = no result given; & = joins results of further samples. Cut-off read from the data, not from the text of the source, unless noted: active = inhibition above about 40%; inactive = the rest.

Sample of the layout:
| canonical_smiles | NPYLR7 agonist | mcGAS inh | hcGAS lum |
| --- | --- | --- | --- |
| CN(Cc1ccc(-n2cccn2)cc1)CC1CCC(N)CC1 (centres undefined) | 1 | . | -2 |
| Cc1noc(C)c1CNC(C)c1ccc(Br)cc1 (centres undefined) | -25 | . | -3 |
| Cc1nc2c(=O)n(CC(=O)NCc3ccc(F)cc3)nc(-c3ccc(F)cc3)c2s1 | 0 | -8 | 3 |
| O=C(CSC(F)(F)F)Nc1cnn(-c2ccccc2)c1 | 8 | . | -5 |
| CCn1nc(C)cc1S(=O)(=O)N[C@H]1[C@H]2CCO[C@H]2[C@@H]1N1CCCCC1 | . | 1 | 4 |
| Oc1ccc(-c2csc(=NC3CC3)n2N=C2CCCC2)cc1 | 0 | . | -16 |
| COC(=O)CSc1nc2nc(-c3ccccc3)cc(=O)n2[nH]1 | -13 | . | 7 |
| CC(C)(C)NC(=O)C1(C)CCN1Cc1ccc(-c2ccccn2)cc1 (centres undefined) | 9 | . | -11 |
| CCN1CCN(c2c(CN(CCOC)C(=O)c3ccc(Cl)cc3)c(C)nn2-c2ccccc2)CC1 | -2 | -6 | -8 |
| CC(NC(=O)c1cc(-c2ccco2)nn1-c1ccc([N+](=O)[O-])cc1)c1ccccc1 (centres undefined) | 24 | -4 | -9 |
| C=CCC(CC(=O)O)C(=O)N(C)CC1OCCO1 (centres undefined) | -9 | 2 | 1 |
| Clc1ccc(-c2csc3ncnc(N4CCN(CCOc5ccccc5)CC4)c23)cc1 | 9 | . | -5 |
| Clc1ccccc1OCc1nncn1-c1cccnc1 | -3 | . | -5 |
| Oc1c(Cl)cc(Cl)c2ccc(N/N=C\c3cccc(C(F)(F)F)c3)nc12 | -5 | 1 | 5 |
| CCN1CCCC(NC(=O)c2nn(CCOC)c3c2CNCC3)C1 (centres undefined) | . | 2 | 7 |
| Cc1ccc(C)c(CN2CCN(c3nc4c(c(=O)[nH]c(=O)n4C)n3Cc3ccc(Cl)cc3)CC2)c1 | 3 | . | -9 |
| COC(=O)[C@@H]1C(C(=O)NC2CCCc3c2[nH]c2ccc(C)cc32)[C@@H]2C=C[C@H]1C2 (some centres undefined) | 3 | 4 | 4 |
| Cc1nc2c(c(N(C)CCCc3cnn(C)c3)n1)CNC2 | 5 | -17 | 1 |
| CC(=O)Nc1cccc(C(=O)NCCc2ccc(Cl)cc2)n1 | 4 | . | -6 |
| O=c1oc2ccccc2n1CCCN1CCCC1c1ccc(O)cc1 (centres undefined) | 1 | . | 0 |
| Cc1cc(C)c[n+](C(C)C(=O)c2ccc(-c3ccccc3)cc2)c1 (centres undefined) | -16 | . | -7 |
| Cc1cc(C)c(C(=O)N2CCCC(N(C)Cc3ccccc3)C2)o1 (centres undefined) | -7 | . | -1 |
| O=C(CCCCc1ccccc1)N1CCc2c(nc(-c3ccncc3)[nH]c2=O)C1 | 0 | . | -3 |

Results, from the first entry:
| canonical_smiles | NPYLR7 agonist | mcGAS inh | hcGAS lum |
| --- | --- | --- | --- |
| CN(Cc1ccc(-n2cccn2)cc1)CC1CCC(N)CC1 (centres undefined) | 1 | . | -2 |
| Cc1noc(C)c1CNC(C)c1ccc(Br)cc1 (centres undefined) | -25 | . | -3 |
| Cc1nc2c(=O)n(CC(=O)NCc3ccc(F)cc3)nc(-c3ccc(F)cc3)c2s1 | 0 | -8 | 3 |
| O=C(CSC(F)(F)F)Nc1cnn(-c2ccccc2)c1 | 8 | . | -5 |
| CCn1nc(C)cc1S(=O)(=O)N[C@H]1[C@H]2CCO[C@H]2[C@@H]1N1CCCCC1 | . | 1 | 4 |
| Oc1ccc(-c2csc(=NC3CC3)n2N=C2CCCC2)cc1 | 0 | . | -16 |
| COC(=O)CSc1nc2nc(-c3ccccc3)cc(=O)n2[nH]1 | -13 | . | 7 |
| CC(C)(C)NC(=O)C1(C)CCN1Cc1ccc(-c2ccccn2)cc1 (centres undefined) | 9 | . | -11 |
| CCN1CCN(c2c(CN(CCOC)C(=O)c3ccc(Cl)cc3)c(C)nn2-c2ccccc2)CC1 | -2 | -6 | -8 |
| CC(NC(=O)c1cc(-c2ccco2)nn1-c1ccc([N+](=O)[O-])cc1)c1ccccc1 (centres undefined) | 24 | -4 | -9 |
| C=CCC(CC(=O)O)C(=O)N(C)CC1OCCO1 (centres undefined) | -9 | 2 | 1 |
| Clc1ccc(-c2csc3ncnc(N4CCN(CCOc5ccccc5)CC4)c23)cc1 | 9 | . | -5 |
| Clc1ccccc1OCc1nncn1-c1cccnc1 | -3 | . | -5 |
| Oc1c(Cl)cc(Cl)c2ccc(N/N=C\c3cccc(C(F)(F)F)c3)nc12 | -5 | 1 | 5 |
| CCN1CCCC(NC(=O)c2nn(CCOC)c3c2CNCC3)C1 (centres undefined) | . | 2 | 7 |
| Cc1ccc(C)c(CN2CCN(c3nc4c(c(=O)[nH]c(=O)n4C)n3Cc3ccc(Cl)cc3)CC2)c1 | 3 | . | -9 |
| COC(=O)[C@@H]1C(C(=O)NC2CCCc3c2[nH]c2ccc(C)cc32)[C@@H]2C=C[C@H]1C2 (some centres undefined) | 3 | 4 | 4 |
| Cc1nc2c(c(N(C)CCCc3cnn(C)c3)n1)CNC2 | 5 | -17 | 1 |
| CC(=O)Nc1cccc(C(=O)NCCc2ccc(Cl)cc2)n1 | 4 | . | -6 |
| O=c1oc2ccccc2n1CCCN1CCCC1c1ccc(O)cc1 (centres undefined) | 1 | . | 0 |
| Cc1cc(C)c[n+](C(C)C(=O)c2ccc(-c3ccccc3)cc2)c1 (centres undefined) | -16 | . | -7 |
| Cc1cc(C)c(C(=O)N2CCCC(N(C)Cc3ccccc3)C2)o1 (centres undefined) | -7 | . | -1 |
| O=C(CCCCc1ccccc1)N1CCc2c(nc(-c3ccncc3)[nH]c2=O)C1 | 0 | . | -3 |
| Cc1ccccc1C(=O)N1CCN(c2ccc(Cl)cc2Cl)C(=O)C1C (centres undefined) | -5 | -4 | -4 |
| FC(F)(F)c1cccc(NC(=S)NCCN2CCCCC2)c1 | -6 | -3 | 0 |
| O=C1COc2ccc(NC(=O)C34CC5CC(C3)CC(c3ccccc3)(C5)C4)cc2N1 | -4 | . | -5 |
| O=C(Nc1ccccc1Cl)c1ccccn1 | 13 | -10 | -3 |
| CC(C)CCCC1CN(C(=O)c2c(O)ccc3ccccc23)CCO1 (centres undefined) | . | -13 | -4 |
| C=CC[C@@H]1CC=C[C@@H](C)N1C(=O)CCc1nnc(Cc2c[nH]c3ccccc23)o1 | 3 | -3 | -3 |
| Cc1c(C)c2cc(CN3CCCCC3)c(O)c(C)c2oc1=O | 11 | -1 | 1 |
| CCc1c(C)c(C(=O)NCCc2ccc(OC)c(OC)c2)n(Cc2ccccc2F)c1C | -11 | -7 | -4 |
| CCNC(=O)CN(CC)Cc1csc(-c2ccc(Cl)cc2)n1 | 0 | -21 | -10 |
| Brc1ccc(-c2cnc3ccccc3n2)cc1 | 1 | -3 | -3 |
| O=C(OCC(O)C(O)C(F)(F)F)c1ccccc1 (centres undefined) | 5 | . | -7 |
| Cc1ccc(S(=O)(=O)N(C)CCCC(=O)O)c(C)c1N(C)S(C)(=O)=O | 22 | -9 | -5 |
| OC(c1ccc(CN2CCCCC2)cc1)c1ncc(-c2ccccc2)[nH]1 (centres undefined) | 2 | . | -8 |

Shown with two lines to a compound: 2 of the compounds above
Order of results: NPYLR7 agonist	mcGAS inh	hcGAS lum
- CC(=O)Nc1cccc(C(=O)NCCc2ccc(Cl)cc2)n1
  4	.	-6
- O=C(CSC(F)(F)F)Nc1cnn(-c2ccccc2)c1
  8	.	-5

Other results.
| canonical_smiles | NPYLR7 agonist | mcGAS inh | hcGAS lum |
| --- | --- | --- | --- |
| Cc1cccc(Cn2c(SCCc3ccccc3)nc3c2c(=O)[nH]c(=O)n3C)c1 | 0 | . | -6 |
| COCc1nc2ccccc2n1CCCCOc1cccc(C)c1 | 1 | . | -2 |
| CC1=C(CC(=O)N2CCCC2c2ccncc2)c2cc(F)ccc2/C1=C\c1ccc(S(C)=O)cc1 (centres undefined) | -8 | . | -4 |
| Fc1c(F)c(F)c(C=CCN2CCOCC2)c(F)c1F | 0 | . | -4 |
| CCC(NC(=O)c1ccccc1)c1nc(C)cs1 (centres undefined) | 8 | . | -9 |
| CCNC(=O)Nc1ccc(N(C)C)c(CN(CCOC)C(=O)C(C)(C)C)c1 | -3 | 0 | 2 |
| CNC(=O)c1nnc2n1C(c1ccccc1)CN(C(=O)c1cccc(OC(F)(F)F)c1)C2 (centres undefined) | 10 | . | -6 |
| Cc1noc(-c2ccccc2OC23CCCN(CC2)C3)n1 (centres undefined) | 30 | . | -3 |
| Nc1cc(N2CCC(CO)(CCCc3ccccc3)CC2)ncn1 | -8 | . | -3 |
| C=CCN=c1scc(-c2ccc(F)cc2)n1N=Cc1ccc2c(c1)OCCO2 | -4 | -1 | -6 |
| Fc1cccc(CN2CCN(c3nc4nonc4nc3N3CCSCC3)CC2)c1 | 4 | . | -5 |
| COc1cc(C(=O)N2CCCN(c3c(-c4ccc(OC)c(OC)c4)cnc4ncnn34)CC2)cc(Cl)n1 | -2 | -9 | -10 |
| CS(=O)(=O)c1ccc(C(=O)Nc2ccc3c(c2)OCCO3)cc1 | -12 | -4 | -1 |
| Cc1c(C(=O)N2CCCC(CN3CCCC3=O)C2)oc2c(F)cccc12 (centres undefined) | 4 | . | -4 |
| CC(=O)Nc1ccc(NC(=O)c2ccc3nc(C)c(N(C)C(=O)CCc4ccccc4)n3c2)cc1 | 21 | -3 | -7 |
| CCCc1nc(N2CCCN(C(=O)CSc3ccccc3)CC2)c2c(-c3ccccc3)noc2n1 | 16 | -7 | -7 |
| CC(C)Oc1ccc(Br)cc1C=Nn1nnnc1N | 0 | -8 | -17 |
| Cc1nn(-c2ccccn2)c2c1-c1oncc1CC2 | -4 | . | -12 |
| CC(C)c1noc(-c2ccnc(NC3CCN(CC(N)=O)CC3)c2)n1 | 1 | . | -8 |
| Cc1ccccc1CS(=O)(=O)NC(C(C)C)C(C)C | 1 | -9 | -20 |
| NC1=NC(=O)/C(=C\c2ccc(-c3cccc([N+](=O)[O-])c3)o2)S1 | -11 | 0 | 1 |
| S=c1[nH]nc(-c2ccc(Cl)cc2)o1 | 7 | -7 | 2 |
| Cc1ccc(NC(=O)NC(=O)COc2ccc(C#N)cc2)cc1C | 9 | . | -18 |
| Cc1ccc(C)c(S(=O)(=O)NCCn2nc(-c3ccc(Cl)cc3)ccc2=O)c1 | 7 | -10 | -7 |
| CCCN(CCC)C(=O)c1cc(-c2ccc(C)cc2)nc2cc(C(C)(C)C)nn12 | 12&19 | -5&-4 | -3&0 |

Not a hit list; 0.26% or so of the library scored in one or more.
